Screening data from PubChem.
TLR4-MyD88 BLA: TLR4-MyD88 interaction inhibition in cells; O00206+Q99836; HeLa CL3-4 TLR4/MyD88 BLA complementation, FRET ratio; inhibition, % at 8.4 µM; hit rate 0.18% among 200,000; AID 861; in the data active = inhibition above about 25%;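 note: 0% = vehicle and 100% = reference inhibitor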
Target sequence (O00206 whole entry, looked up): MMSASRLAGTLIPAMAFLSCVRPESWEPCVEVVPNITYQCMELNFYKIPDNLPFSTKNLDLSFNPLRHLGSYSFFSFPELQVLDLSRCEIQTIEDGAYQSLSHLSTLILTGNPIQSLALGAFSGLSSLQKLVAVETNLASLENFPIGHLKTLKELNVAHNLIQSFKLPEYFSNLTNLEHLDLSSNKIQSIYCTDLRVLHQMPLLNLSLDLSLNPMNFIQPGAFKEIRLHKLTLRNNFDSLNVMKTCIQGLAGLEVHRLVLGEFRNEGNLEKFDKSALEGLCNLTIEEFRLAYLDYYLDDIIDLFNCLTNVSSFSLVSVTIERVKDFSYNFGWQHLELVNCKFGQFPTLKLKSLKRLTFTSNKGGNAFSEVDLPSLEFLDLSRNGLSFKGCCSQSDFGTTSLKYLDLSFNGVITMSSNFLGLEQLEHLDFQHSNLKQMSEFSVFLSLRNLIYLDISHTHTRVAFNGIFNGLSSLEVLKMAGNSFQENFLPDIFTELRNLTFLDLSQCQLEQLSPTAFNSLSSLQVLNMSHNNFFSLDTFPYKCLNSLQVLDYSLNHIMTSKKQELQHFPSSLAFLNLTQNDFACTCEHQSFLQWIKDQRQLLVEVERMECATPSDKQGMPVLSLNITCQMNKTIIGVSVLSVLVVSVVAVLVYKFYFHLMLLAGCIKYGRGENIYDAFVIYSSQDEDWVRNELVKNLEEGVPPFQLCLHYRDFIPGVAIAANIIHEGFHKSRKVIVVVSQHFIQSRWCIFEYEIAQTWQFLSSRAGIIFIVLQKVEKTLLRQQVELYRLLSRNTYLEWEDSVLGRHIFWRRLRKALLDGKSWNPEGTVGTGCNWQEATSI
Target sequence (Q99836 whole entry, looked up): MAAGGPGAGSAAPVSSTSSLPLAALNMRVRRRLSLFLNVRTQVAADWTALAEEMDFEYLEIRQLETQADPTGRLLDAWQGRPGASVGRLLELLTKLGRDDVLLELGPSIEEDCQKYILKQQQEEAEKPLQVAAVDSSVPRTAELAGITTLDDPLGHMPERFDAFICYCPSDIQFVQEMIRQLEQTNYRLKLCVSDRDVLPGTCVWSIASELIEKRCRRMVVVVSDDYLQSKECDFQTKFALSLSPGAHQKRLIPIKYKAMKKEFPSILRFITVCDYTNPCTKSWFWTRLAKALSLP
STAT3 act: increases IL-6 driven STAT3 reporter signal; activation (% of control), % at 5.6 µM; AID 871; U3A cells, IL-6 STAT3-luciferase reporter, luminescence; 100% = signal with IL-6 EC80 alone; hit rate 0.91% among 190,000;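 active = activation above the screen-wide mean of compound activation plus 3 SD, cut at about 130% in these data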;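 note: 0% = background luminescence of wells with medium and substrate only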
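Material: STAT3-luciferase reporter U3A cells. Controls: IL-6-treated wells, 100% activation. Read-out: % activation versus median of IL-6-stimulated wells. Probe or stimulus: IL-6 stimulus at 33 ng/mL final. Timing: compound 1 h, then IL-6 6 h at 37 °C. Signal: reporter luminescence signal.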
APP 5'UTR act: APP 5'UTR luciferase reporter activation. activation, % at 2 µM. hit rate 1% among 190,000. SH-SY5Y APP 5'UTR luciferase reporter, luminescence; zero percent = DMSO vehicle wells. AID 1276;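 active = activation above a set limit, based on mean plus 3 SD of controls, cut at about 140% in these data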; note: values of inactives mirror those of a sister screen read the other way
STAT3 blocker: reduces IL-6 driven STAT3 reporter signal. U3A cells, IL-6 STAT3-luciferase reporter, luminescence; host cell line lacks STAT1. inhibition, % at 5.5 µM. hit rate 0.89% among 190,000. AID 862;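 active = inhibition above the mean inhibition across all screened compounds plus 3 SD, cut at about 44% in these data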;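 note: 0% = DMSO only wells and 100% = 100 µM nifuroxazide control wells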
HMGR II inh: inhibitors of class II HMG-CoA reductase from Enterococcus faecalis | purified E. faecalis HMGR, NADPH absorbance 340 nm kinetic | inhibition, % at 10 µM | hit rate 0.41% among 190,000;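 active = inhibition above a set limit, the median over all tested compounds plus 3 SD, cut at about 9.5% in these data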;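 note: enzyme runs in reverse so mevalonate oxidation gives rising NADPH absorbance; 0% = complete reaction with DMSO and 100% = background rate lacking mevalonate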
NF-kB neuron act: raises NF-kB expression in human neuronal cells; NF-kB reporter expression; stronger effect = higher value; hit rate 1.6% among 190,000; fold change at 12.5 µM; in the data active = fold change above about 3.3
STAT1 act: STAT1 signaling activation | hit rate 2.6% among 200,000 | NIH 3T3 STAT1-luciferase reporter, IFN-gamma, luminescence; 100% = IFN-gamma alone, no compound | AID 932 | activation (% of control), % at 5.5 µM;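 active = activation above the screen-wide mean activation plus 3 SD, cut at about 130% in these data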;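 note: raw ratio to IFN-gamma control signal so 100% means no change and 0% no light; values of inactives mirror those of a sister screen read the other way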
STAT1 blocker: reduces IFN-gamma driven STAT1 reporter signal. inhibition, % at 5.5 µM. hit rate 0.35% among 200,000. NIH 3T3 STAT1-luciferase reporter, luminescence. AID 920;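 active = inhibition above a set limit, the mean inhibition across all tested compounds plus 3 SD, cut at about 34% in these data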;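 note: 0% = IFN-gamma with DMSO and 100% = IFN-gamma with 300 µM nifuroxazide; values of inactives mirror those of a sister screen read the other way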
Hsp70 act: switches on Hsp70 transcription; HeLa Hsp70 promoter luciferase reporter, luminescence; scaled: vehicle 0, proteasome-inhibitor control 100%; activation, % at 10 µM; hit rate 0.04% among 200,000; AID 1203;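 active = activation above the mean across all tested compounds plus 3 SD, cutoff set per campaign, cut at about 5.5% in these data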;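 note: 100% = MG132 at 30 µM as the positive control and 0% = DMSO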
DTT redox prof: compounds producing H2O2 with reducing agent – biochemical, NIH compound library profiling, artefact control for MLSCN library redox annotation, primary screen. DTT-dependent redox cycling H2O2, phenol red/HRP absorbance; 100% = 100 µM peroxide control, 0% = buffer. activation, % at 10 µM. hit rate 0.03% among 200,000;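 active = activation of at least 50% relative to the plate's high and low controls in the primary single-dose screen; inactive = activation below 50%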;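 note: compound incubated with DTT at 0.8 mM final as the reducing agent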
* = called active by the depositor; · = not tested or not shown.

SMILES	TLR4-MyD88 BLA	STAT3 act	APP 5'UTR act	STAT3 blocker	HMGR II inh	NF-kB neuron act	STAT1 act	STAT1 blocker	Hsp70 act	DTT redox prof
COC(=O)CN1C(=O)C2(OCCCO2)c2ccccc21	-7	105	6	-5	-4	1	93	8	-0.3	2.9
COCCNC(=O)CSc1nc2cc3c(cc2c(=O)n1CCCC(=O)NCCc1ccc(OC)c(OC)c1)OCO3	10	100	0	6	-6	1.1	100	-2	-0.1	-0.9
CCCc1noc(-c2cccc([N+](=O)[O-])c2)n1	-13	99	13	7	-5	1.4	110	-13	0.0	-1.1
COC(=O)C1=C(O)CSC1=Nc1ccc(C)cc1	-19	89	-3	16	2	1.2	98	2	-0.2	-0.1
CCOC1=NN(c2ccccc2)C(=O)/C1=C\N(C)C	0	94	12	11	-1	1.2	101	-2	-0.2	-1.2
CNC(=S)Nc1ccc(Br)cc1	12	107	-4	-5	0	1.3	101	-2	-0.2	-0.4
O=C1c2cccnc2C(Nc2cccc(F)c2)N1Cc1ccco1 (configuration not stated)	-5	117	9	-16	-3	1	99	-1	0.4	-1.8
Cc1cc(=O)oc2ccc(OC(C)C(=O)O)cc12 (configuration not stated)	-5	104	-9	-1	-1	1.3	96	5	-0.2	-0.3
CCCc1nn(-c2cc(Cl)ccc2OC)c2c1C(=O)CCC2	-10	97	-3	12	-1	0.85	95	5	-0.3	-0.9
Nc1c(C(=O)Nn2cnnc2)cc([N+](=O)[O-])cc1[N+](=O)[O-]	2	95	-2	6	-3	1.1	102	-2	-0.3	0.6

Next section, starting with the last 3 of the part before.
SMILES	TLR4-MyD88 BLA	STAT3 act	APP 5'UTR act	STAT3 blocker	HMGR II inh	NF-kB neuron act	STAT1 act	STAT1 blocker	Hsp70 act	DTT redox prof
Cc1cc(=O)oc2ccc(OC(C)C(=O)O)cc12 (configuration not stated)	-5	104	-9	-1	-1	1.3	96	5	-0.2	-0.3
CCCc1nn(-c2cc(Cl)ccc2OC)c2c1C(=O)CCC2	-10	97	-3	12	-1	0.85	95	5	-0.3	-0.9
Nc1c(C(=O)Nn2cnnc2)cc([N+](=O)[O-])cc1[N+](=O)[O-]	2	95	-2	6	-3	1.1	102	-2	-0.3	0.6
CC(=O)c1ccc(N2Cc3ccccc3C2=NC(=O)c2cccs2)cc1	5	65	86	43	-1	3	135*	-39	-0.3	0.7
Cc1cccc(COc2ccccc2/C=N/Nc2ccc([N+](=O)[O-])cc2)c1	29*	92	-8	15	-4	0.95	103	-4	-0.5	1.9
O=C(C1CCN(C2CCN(C/C=C/c3ccccc3)CC2)CC1)N1CCOCC1	0	102	14	4	0	0.94	96	2	-0.2	0.3
COCCn1c(SCc2nc3ccccc3s2)nc2ccccc21	4	147*	71	-47	-1	1.3	127	-30	0.3	0.8
O=C(Nc1nnc(-c2ccco2)s1)C1CCN(S(=O)(=O)c2ccc(Cl)cc2)CC1	5	107	1	-5	-6	0.96	106	-6	-0.1	1.4
O=C(CCSc1nc(-c2ccco2)cc(C(F)(F)F)n1)NCC1CCCO1 (configuration not stated)	-1	95	8	9	-6	1	97	3	-0.2	0.5
CC(C)(C)n1nc2c(c1NC(=O)COc1ccc3ccccc3c1)CS(=O)C2 (configuration not stated)	-10	99	2	9	-6	1.2	96	4	-0.2	-1.1
Cc1ccccc1NC(=O)CCn1c(=O)oc2ccccc21	-2	97	15	4	-3	0.9	99	2	-0.5	-2.1
COc1ccccc1-n1c(SCC(=O)N2CCOCC2)nc2cccnc21	-4	108	-2	-5	-1	1.1	98	2	-0.2	-1.7
N#Cc1nc(-c2ccc(OCc3ccccc3Cl)cc2)oc1NCCCn1ccnc1	-4	95	-3	11	-4	0.77	103	-3	0.2	-0.6
Cc1ccc(/C(C#N)=C\c2ccc(N3CCOCC3)o2)cc1	12	124	-8	-17	5	1.9	120	-22	0.8	2.2
N#C/C(=C/c1cn(CC(=O)O)c2ccccc12)c1ccc(F)cc1	-26	104	3	-2	1	0.99	95	6	-0.3	0.2
COc1ccccc1NC(=O)COC(=O)/C=C/c1ccccc1[N+](=O)[O-]	-10	98	-8	2	-9	1.2	84	18	-0.1	-0.5
COc1cc([N+](=O)[O-])ccc1NC(=O)CCCOc1ccc(C)cc1	-5	112	3	-6	-3	1.2	100	0	-0.2	2.1
CC(=O)Oc1ccc2c(=O)c(Oc3ccccc3)c(C)oc2c1OC(C)=O	-14	99	31	-2	-1	0.81	94	6	-0.4	0.4
COc1cccc(C2C3=C(N=C4SCC(=O)N42)c2ccccc2CC3)c1OC (configuration not stated)	6	103	0	1	4	0.95	98	2	-0.2	0.2
CN(C)S(=O)(=O)Oc1ccsc1C(=O)Nc1ccccc1Cl	3	109	-1	-6	-1	1.1	96	4	-0.1	2.7
COC(=O)c1ccccc1NC(=O)Cn1ccnc1	0	104	17	-2	-3	1.3	98	3	0.1	-2.3
COc1ccc(CNC(=O)c2ccc(C)o2)cc1	-1	100	5	4	-1	1.2	108	-8	0.1	0.2
CC(NC(=S)Nc1ccc(F)cc1)C(c1cccs1)N1CCOCC1 (configuration not stated)	-20	·	8	·	-6	1	99	0	-0.4	0.2
CNC(=O)CSc1nnc(C(C)C)n1C	9	106	15	-3	1	0.92	107	-8	0.1	-1.8
Cc1cc(/C=N/O)c(C)n1-c1ccccc1	-6	98	-11	1	0	1.2	83	19	-0.3	-0.9
Cc1ccc(C2CC(=O)NC3=C2C(=O)CCC3)cc1Br (configuration not stated)	-1	97	-14	8	-5	0.89	101	-1	-0.5	2.1
CNC(=S)Nc1cccc(Cl)c1C	-2	105	-24	2	-7	1	95	4	-0.1	0.2
O=C(Cc1ccc(Cl)cc1)Nc1cc(S(=O)(=O)N2CCOCC2)ccc1N1CCCC1	3	101	-20	1	-6	0.81	91	9	0.0	-0.9
CC1=C(C)C(=O)NC(Nc2nc(C)c3cc(C)cc(C)c3n2)N1 (configuration not stated)	-2	89	-3	18	·	·	106	-6	0.0	3.1
CC(C)C(NC(=O)/C=C/c1cccc([N+](=O)[O-])c1)C(C)C	2	111	8	-12	-2	1	98	3	-0.3	0.2
COc1cc(NC(C)CCCN)c2ncccc2c1Oc1ccccc1 (configuration not stated)	5	94	9	7	-5	1	103	-3	-0.4	0.0
Cc1[nH]n(-c2ccccc2)c(=O)c1C1(C(F)(F)F)C(=O)N(c2ccc(F)cc2)C2=C1C(=O)CC(C)(C)C2 (configuration not stated)	8	104	11	0	-2	1.2	97	4	-0.2	-0.3
Cc1ccc(CNC(=O)C2CCCN(S(=O)(=O)c3cccnc3)C2)cc1 (configuration not stated)	4	105	16	-1	0	0.87	96	4	0.1	2.5
CCN(CC)S(=O)(=O)c1cc(C(=O)NCCN2CCOCC2)ccc1Cl	0	98	24	6	-9	1.2	100	-2	0.0	-1.7
Cc1cc(=O)oc2cc(NC(=O)c3cc([N+](=O)[O-])ccc3N3CCOCC3)ccc12	-5	97	36	6	-5	0.9	102	-2	-0.3	-1.9
CCOc1ccc(OCCSc2nnnn2-c2ccccc2)cc1	2	95	-5	8	5	1.1	102	-2	-0.3	-2.0
CSc1nc(C)cc(SCC(=O)N/N=C/c2ccccc2)n1	-5	100	10	4	-3	1	109	-10	-0.4	0.0
COCCn1c(C)cc(C(=O)CSc2cc(C)c3ccc(OC)cc3n2)c1C	2	103	-10	-1	-4	1.1	98	2	0.0	2.8
CCC(C)NC(=O)C1CCCN(C(=O)Nc2ccc(F)cc2)C1 (configuration not stated)	-5	107	-15	-2	0	0.94	104	-4	-0.4	0.2
O=S1(=O)C=C(Sc2nnc(-c3ccccc3)o2)c2ccccc21	13	107	-96	-2	0	0.14	89	13	0.6	-0.8
CN(Cc1ccccc1)C(=O)Cn1cccc1C(=O)c1ccccc1	8	97	-6	11	2	1	90	11	-0.2	-0.8
Cc1cc(C(=O)CSc2nnc(-c3cccc(F)c3)n2N)c(C)n1Cc1ccc2c(c1)OCO2	-3	65	8	47*	3	0.79	88	14	-0.4	-0.7
O=C(CCCc1nc2ccccc2s1)NNC(=O)CCN1CCN(Cc2ccccc2)CC1	-4	104	4	-3	-2	1.1	102	-4	0.1	0.3
Cc1cc(C)n2cc(CSc3nnnn3-c3ccc(Cl)cc3)nc2n1	-25	108	-6	-5	-3	1.6	97	3	0.6	2.9
C#CCSc1nnc(-c2sc(-c3ccccc3)nc2C)n1C	-10	96	11	10	-2	1.1	108	-8	0.1	-3.3
Cc1cccc(Nc2nnc(SCC(=O)NC3CCCc4ccccc43)s2)c1 (configuration not stated)	15	104	17	-1	1	1.1	89	12	-0.4	-0.4
C=CCNC(=O)c1ccc(Sc2ccccc2)c([N+](=O)[O-])c1	-4	101	-2	8	3	0.89	105	-2	-0.2	1.0
O=C(c1ccc(Br)o1)N1CCN=C1SCc1cccc(F)c1	-12	79	10	33	-1	1.2	105	-5	-0.1	-2.8
Cc1ccc(S(=O)(=O)N[C@H](C(=O)OCC(=O)N2N=C(c3ccc(Cl)cc3)CC2c2ccco2)C(C)C)cc1 (some centres not stated)	3	114	-17	-16	-2	0.78	100	0	-0.2	0.0
COc1ccc(C(=O)N2CCN=C2SC)cc1OC	0	101	-3	2	-1	1	97	3	-0.3	1.2
CCOC(=O)c1ccc(S(=O)(=O)N2CCN(S(=O)(=O)CC)CC2)cc1	-1	97	9	9	2	1	104	-4	-0.5	3.5
COC(=O)c1sccc1NC(=S)N1CCN(c2ccc(F)cc2)CC1	3	92	-8	8	-1	1.4	101	2	-0.5	-0.3
Cc1ccc(C(=O)CNc2ccccc2C)cc1	-6	93	25	11	-4	1.2	113	-15	-0.1	0.2

Next compounds follow:
SMILES	TLR4-MyD88 BLA	STAT3 act	APP 5'UTR act	STAT3 blocker	HMGR II inh	NF-kB neuron act	STAT1 act	STAT1 blocker	Hsp70 act	DTT redox prof
COc1ccc(/C=C/CN2CCN(Cc3cccc(OC)c3)C(CCO)C2)cc1 (configuration not stated)	2	104	-8	0	-5	1.1	106	-7	0.0	-0.2
CC1Cc2ccccc2N1C(=O)c1nn(C)cc1Br (configuration not stated)	6	98	13	2	-3	0.96	99	1	-0.2	0.0
O=C(Nc1ccc(Cl)cc1)N1CCN(c2ncccn2)CC1	-3	89	2	15	-5	1.3	103	-3	-0.2	-0.3
Cc1ccc(Oc2ccc(C(=O)NCc3ccncc3)cc2)cc1	-9	58	-6	52*	-1	0.82	80	21	-0.2	-2.0
CCCCNC(=O)CSc1nc(CCC)nc2ccccc12	-1	90	-12	19	4	1	88	12	-0.1	0.3
Cc1csc(Cn2c(CN(C)C)nc3ccccc3c2=O)n1	2	104	-16	-2	-1	1	95	6	-0.2	0.6
Cc1[nH]nc2nc3c(c(OC(=O)c4ccccc4)c12)c(=O)n(C)c(=O)n3C	-2	96	13	10	-5	0.94	99	1	-0.4	-1.4
C/C(=N\NC(=O)Cc1csc(N2CCOCC2)n1)c1ccccc1	-4	90	5	13	-2	0.96	90	10	-0.1	-0.2
COCCCNC(=O)CCc1nnc(Cc2ccc(-c3ccccc3)cc2)o1	-18	100	4	5	-1	1.4	104	-7	-0.2	-1.0
O=C(CN1CCOCC1)NC1CC2CCC1C2 (configuration not stated)	-13	101	·	1	-1	1	102	-1	0.0	0.2

Compounds as they come; overall some 5.6% were active at least once.
